MEKK2mut PB1 HTS: signal of MEK5 binding to mutant human MEKK2 PB1 domain. AID 1530. 290,000 compounds, 0.35% hits. percent response, % at 10 µM. bead flow cytometry, Alexa488-MEK5 binding to MEKK2 mutant; in the data active means percent response above about 24%, passing the limit was not always enough; further: inactives centre near 1; some results filed as inactive read as strong as hits
UBC9 SUMO inh: blocks human SUMOylation mediated by UBC9; HTRF SUMOylation assay, SAE1/SAE2 + UBC9, in vitro; 290,000 compounds, 0.36% hits; AID 2006; inhibition, % at 35 µM; P63279; in the data active means inhibition above about 50%, passing the limit was not always enough; inconclusive means no clear call, values can overlap the other calls; further: strong numbers were not always called active
Target sequence (P63279 whole entry, looked up): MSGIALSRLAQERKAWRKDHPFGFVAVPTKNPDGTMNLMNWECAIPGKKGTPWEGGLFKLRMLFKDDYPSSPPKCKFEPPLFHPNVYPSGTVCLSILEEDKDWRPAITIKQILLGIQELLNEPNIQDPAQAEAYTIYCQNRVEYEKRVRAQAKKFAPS
HCV NS3 hel inh: blocks Hepatitis C virus NS3 helicase unwinding; NS3 helicase DNA unwinding, Cy5 molecular beacon fluorescence; inhibition, % at 10.9 µM; 290,000 compounds, 0.56% hits;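 active means inhibition above the mean of all tested compounds plus 3 SD, set per campaign, cut at about 35% in these data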;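 further: 0% = DMSO wells and 100% = thioflavine S control wells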
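Test system: hepatitis C virus NS3 helicase domain fragment enzyme. Also added: annealed dual-labelled DNA beacon duplex, ATP-started. Timing: 60 min unwinding reaction at 25 °C after ATP addition. Technique: Cy5 fluorescence. Measure: % inhibition of unwinding.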
VIM-2 inh: inhibitors of Pseudomonas aeruginosa VIM-2 metallo-beta-lactamase. purified VIM-2, nitrocefin hydrolysis, epi-absorbance fluorescence. inhibition, % at 5.6 µM. 290,000 compounds, 0.89% hits;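 active means inhibition above the mean of all tested compounds plus 3 SD, cutoff set per screening run, cut at about 7.5% in these data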;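 further: red hydrolysis product quenches plate fluorescence so inhibitors raise well fluorescence; 0% = enzyme with DMSO and 100% = DMSO without enzyme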
FID counter: displaces DNA intercalator in HCV helicase counter-screen. DNA fluorescent intercalator displacement, fluorescence. inhibition, % at 7.9 µM. 290,000 compounds, 0.17% hits; in the data active means inhibition above about 37%;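 further: 0% = vehicle and 100% = reference compound; higher means more ethidium bromide displaced from hairpin DNA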
NALP1 inh: NALP1 inhibition. S. cerevisiae NALP1/ASC/caspase-1 growth, X-gal OD620, 72 h. inhibition, % at 10 µM. 280,000 compounds, 0.61% hits. AID 2071; in the data active means inhibition mostly above about 24%, no sharp cut-off; inactive means mostly below about 32%; further: some compounds called inactive have numbers as strong as hits
PfM18AAP inh: PfM18AAP enzyme inhibition; recombinant PfM18AAP, H-Glu-NHMec fluorogenic cleavage; inhibition, % at 7.35 µM; 290,000 compounds, 1.2% hits;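 active means inhibition above the campaign mean inhibition over all tested compounds plus 3 SD, cut at about 28% in these data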;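 further: 0% = plate median of test compound wells and 100% = 2 mM ZnCl2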
IMP-1 inhibitor: inhibitors of Pseudomonas aeruginosa IMP-1 metallo-beta-lactamase | purified IMP-1, nitrocefin hydrolysis, epi-absorbance fluorescence | inhibition, % at 5.6 µM | 290,000 compounds, 0.45% hits | AID 1556;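 active means inhibition above the mean plus 3 SD of all compounds in the same screening run, cut at about 4.5% in these data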;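 further: 0% = IMP-1 with DMSO and 100% = DMSO wells lacking enzyme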
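System: purified IMP-1; amount: IMP-1 0.2 nM before substrate addition; compound: single dose, 5.6 µM; times: 25 °C, 15 min preincubation, 25 min reaction; signal: Epi-absorbance via hydrolysed-nitrocefin quenching of white-plate fluorescence, 480/530 nm, EDTA stop; benchmarks: DMSO with and without IMP-1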
MEKK2wt PB1 HTS: raises or lowers MEK5 binding to wildtype human MEKK2 PB1 domain; Q9Y2U5; bead flow cytometry, Alexa488-MEK5 binding to MEKK2 WT; actives lie on both sides; binding response (% of control), % at 10 µM; 290,000 compounds, 1.1% hits; in the data active means binding response below about 67% or above about 130%; inconclusive means no clear call, values can overlap the other calls; inactive means in between
The depositor's hits bear a star; ? = inconclusive; / = no result given; & = joins results of further samples.

SMILES	MEKK2mut PB1 HTS	UBC9 SUMO inh	HCV NS3 hel inh	VIM-2 inh	FID counter	NALP1 inh	PfM18AAP inh	IMP-1 inhibitor	MEKK2wt PB1 HTS
COc1cccc(CN(C(=O)/C=C/c2ccco2)C2CCS(=O)(=O)C2)c1 (stereo not drawn)	2.0	4.5	15.2	-1.3	-35.2	11.8	-12.2	-3.9	96.0
Cc1ccc(C(=O)NCCn2cc(SCC(=O)Nc3cc(C)on3)c3ccccc32)cc1	10.0	-3.3	4.7	-2.1	-18.6	-17.0	-1.2	-3.0	111.0
O=C(CN1C(=O)/C(=C/c2cccc(Br)c2)SC1=S)NCCCN1CCOCC1	13.0	14.2	-22.5	-3.2	3.7	11.5	17.3	4.8*	118.0
COc1cc(NC(=S)NCCCN2CCOCC2)cc(OC)c1	2.0	4.0	-1.0	-3.1	-4.0	29.7	-14.1	-4.7	110.0
Cc1cc(C)cc(N(C(=O)c2cccs2)C2C=CS(=O)(=O)C2)c1 (stereo not drawn)	3.0	0.1	5.3	-1.9	-12.7	-6.5	-1.6	-2.8	100.0
CCCCc1ccc(-c2csc(/C(C#N)=C\c3ccc(C)o3)n2)cc1	4.0	40.3	24.9	-6.1	-13.3	-5.3	6.2	-1.6	101.0
O=CN1CCCN(Cc2nc(-c3cccc(Cl)c3)no2)CC1	1.0	16.4	7.7	-2.0	-9.4	-13.4	2.3	-2.7	103.0
Nc1ccc(N2CCN(c3ccc(Cl)c(Cl)c3)CC2)cc1	-2.0	4.0	-1.1	-0.7	0.2	20.6	0.1	-3.0	101.0
COc1ccc(NC(=O)C2CCCN(S(=O)(=O)c3ccc4[nH]c(=O)ccc4c3)C2)cc1 (stereo not drawn)	-3.0	6.4	3.5	-1.2	-29.4	8.4	9.8	-3.7	92.0
NS(=O)(=O)c1cccc(NC(=O)CCS(=O)(=O)c2ccc(Cl)cc2)c1	-1.0	0.6	0.2	0.6	0.8	3.7	-13.7	-0.9	108.0
O=C(Nc1ccon1)c1ccc(Br)o1	-4.0	12.9	5.1	-2.4	-4.0	33.5	6.9	-2.2	93.0
O=[N+]([O-])c1cc(C(F)(F)F)ccc1NC1CCN(Cc2ccccc2)CC1	-1.0	-3.5	-13.6	-3.4	7.6	/	-9.0	-1.7	109.0
O=S(=O)(NCc1ccco1)c1cnc(Cl)c(Br)c1	-2.0	0.4	2.8	-1.9	-0.7	6.3	1.3	-2.9	97.0
Cc1cccc(/C=N/Nc2nncc3ccccc23)c1	2.0	17.9	2.0	-2.1	-7.6	9.8	5.4	-2.2	99.0
C/C=C/C(=O)OCC(=O)Nc1cccc(F)c1	-2.0	-1.0	-12.4	-2.1	-2.6	8.8	2.0	-4.0	93.0
O=C(NCc1cccnc1)C1CCCN(S(=O)(=O)c2ccc(Cl)cc2)C1 (stereo not drawn)	2.0	10.4	0.7	0.6	-5.3	15.5	1.2	-2.0	99.0
O=[N+]([O-])c1ccc(/C=C/c2ccc3cccc(O)c3n2)cc1	-3.0	-28.2	50.0*	0.1	-6.8	6.1	-4.5	-0.3	99.0
CC(NS(=O)(=O)c1c(N)n(C)c(=O)n(C)c1=O)c1ccccc1 (stereo not drawn)	4.0	8.4	-1.3	-0.9	0.8	18.3	-17.8	-1.0	99.0
Cc1cc(C)cc(OCC(=O)Nc2cccc(-c3nc4ncccc4o3)c2)c1	4.0	8.1	3.9	-1.9	-5.2	2.1	1.9	-1.4	98.0
C=CCn1c(Oc2ccccc2)nc2c1c(=O)n(C)c(=O)n2C	-2.0	6.4	-4.2	-0.4	-15.0	6.9	2.3	-3.4	97.0
COCCN(CCOC)C(=O)COC(=O)c1ccc(Cl)c(S(=O)(=O)N(C)c2ccccc2)c1	8.0	-13.4	4.9	-2.0	-29.7	-3.1	-1.9	-3.4	106.0
C(=C/c1ccnc2nc(SC/C=C/c3ccccc3)nn12)/c1ccccc1	1.0	-3.1	-4.3	-3.0	1.9	-10.4	0.9	-1.9	95.0
COc1ccc(C(=O)N[C@H](C(=O)NCc2ccccc2)C(C)C)cc1	2.0	11.8	-1.9	-0.6	-10.7	5.9	-0.6	-1.1	103.0
Cc1csc(NC(=O)c2ccc(C)o2)n1	0.0	3.2	2.0	-1.5	-3.0	36.0	-14.7	-4.6	99.0
COc1ccc(C(=O)O/N=C(\C)c2cnccn2)cc1	-3.0	4.2	2.0	-4.3	-5.6	6.8	-5.6	-3.8	97.0
CC(=O)N1CCN(c2ccc(NC(=O)C(C)Oc3ccc(Cl)cc3Cl)cc2)CC1 (stereo not drawn)	/	-12.3	14.7	-5.2	-45.8	-15.8	-10.9	-2.1	/
Cc1ccccc1OCC(=O)NN1Cc2ccccc2C1=N	4.0	8.6	9.0	-0.5	4.2	-3.8	-15.1	-6.5	105.0
CC(C)(C)c1[nH]nc2c1C(C1C=CCCC1)C(C#N)=C(N)O2 (stereo not drawn)	0.0	-3.9	-12.8	-2.7	-18.6	-7.3	1.9	-1.0	93.0
Cc1cc(=O)[nH]c(SCC(=O)NCCc2ccccc2)n1	/	6.8	-0.8	-4.8	-4.3	11.7	0.6	-4.4	/
NC(=O)CC(NC(=O)Cc1ccc(Br)cc1)c1ccc(NCCN2CCCCC2)c([N+](=O)[O-])c1 (stereo not drawn)	-4.0	5.9	3.2	-2.7	17.9	4.5	-2.0	-1.1	99.0

Single records, from the list above:
Shown for Cc1csc(NC(=O)c2ccc(C)o2)n1 → MEKK2mut PB1 HTS: 0.0; UBC9 SUMO inh: 3.2; HCV NS3 hel inh: 2.0; VIM-2 inh: -1.5; FID counter: -3.0; NALP1 inh: 36.0; PfM18AAP inh: -14.7; IMP-1 inhibitor: -4.6; MEKK2wt PB1 HTS: 99.0
Shown for NC(=O)CC(NC(=O)Cc1ccc(Br)cc1)c1ccc(NCCN2CCCCC2)c([N+](=O)[O-])c1 (stereo not drawn) → MEKK2mut PB1 HTS: -4.0; UBC9 SUMO inh: 5.9; HCV NS3 hel inh: 3.2; VIM-2 inh: -2.7; FID counter: 17.9; NALP1 inh: 4.5; PfM18AAP inh: -2.0; IMP-1 inhibitor: -1.1; MEKK2wt PB1 HTS: 99.0

(list continues)
SMILES	MEKK2mut PB1 HTS	UBC9 SUMO inh	HCV NS3 hel inh	VIM-2 inh	FID counter	NALP1 inh	PfM18AAP inh	IMP-1 inhibitor	MEKK2wt PB1 HTS
Cc1cc(C(=O)N/N=C/c2cccnc2)c(C)o1	14.0	11.2	7.2	-4.5	5.7	35.7	-5.0	-3.7	107.0
Cc1cccc(CN2CCN(c3nc4nonc4nc3NC3CC3)CC2)c1	-2.0	-10.4	-8.2	-0.6	-4.8	1.8	-4.7	-0.2	101.0
CCOC(=O)Cc1csc(NC(=O)c2cccs2)n1	1.0	14.3	-4.2	-1.5	2.9	20.6	-0.2	-2.1	98.0
CC1CCN(c2[nH]c(=S)c(C#N)c3c2CCCC3)CC1	-18.0	29.1	1.7	0.7	6.5	/	4.9	-3.9	?
CC1Cc2nc(SCC(N)=O)n(C)c(=O)c2S1 (stereo not drawn)	8.0	0.8	1.5	-1.6	6.5	-0.7	-4.6	-2.7	106.0
O=C(Cc1ccccc1)NCc1ccc2c(c1)OCO2	-10.0	-10.7	-4.8	-2.3	-3.1	-4.6	-0.6	-2.9	91.0
CCOC(=O)C(CCCCOc1ccc([N+](=O)[O-])cc1)C(=O)OCC	7.0	84.2	-3.4	-3.3	-11.7	1.2	-5.1	-1.8	109.0
COc1ccc(CN(C)CC(=O)Nc2cccc(S(N)(=O)=O)c2)c(OC)c1OC	-1.0	16.8	-20.4	-1.4	2.7	20.3	7.2	-2.6	108.0
O=C(N/N=C/c1ccc(Cl)cc1)C1CC12CCC2 (stereo not drawn)	-11.0	-15.0	19.6	1.1	-6.0	9.2	-8.1	-4.5	83.0
COc1ccc(S(=O)(=O)Nc2ccccn2)cc1C	0.0	-2.4	8.5	-2.1	-2.9	-19.1	-1.1	-2.0	98.0
CCn1cc(C(=O)NCCCOC)c(=O)c2cc(S(=O)(=O)N(C)C)ccc21	5.0	20.4	4.2	-5.4	-7.4	15.4	0.6	-3.2	104.0
Cc1nc(Nc2cccc(C(C)O)c2)c2nnn(Cc3ccc(F)cc3)c2n1 (stereo not drawn)	-2.0	-1.2	2.0	0.9	-21.3	7.8	-11.3	-2.9	93.0
O=C(COC(=O)c1cccnc1Cl)Nc1ncc(Cl)cc1Cl	-2.0	9.4	-6.8	0.4	-0.7	0.9	-5.8	-0.6	102.0
CC(C)n1nccc1NC(=O)Nc1ccccc1	-1.0	25.0	-3.9	-0.1	2.5	14.9	-13.3	9.1*	98.0
COc1cc(/C=C/c2ccc3cccc(OC)c3n2)c(OC(C)=O)c([N+](=O)[O-])c1	-2.0	-3.0	4.0	-1.9	-9.9	-6.4	0.6	-2.0	93.0
CCN(CC)C(=O)CSc1nc(O)c(Cc2ccccc2)c(=O)n1-c1ccccc1	4.0	-3.8	3.3	-1.9	-13.6	-11.3	-5.7	-3.3	107.0
c1ccc(-c2nc3cc4ccccc4cc3[nH]2)nc1	-3.0	6.4	2.0	-2.6	0.0	45.8	3.6	-0.4	100.0
COc1ccc(C2/C=C\CN(S(=O)(=O)c3cccs3)CC(=O)N2Cc2ccc(F)cc2)cc1 (stereo not drawn)	0.0	8.7	/	/	/	-4.8	/	/	100.0
Cc1ccc(NC(=O)[C@@H](C)NC(=O)[C@@H]2Cc3ccccc3CN2)cc1	1.0	6.9	-1.6	-1.3	2.3	13.7	-2.4	-1.9	98.0
Nc1c(S(=O)(=O)O)cc(NC(=O)c2ccccc2)c2c1C(=O)c1ccccc1C2=O	3.0	33.2	80.8*	-2.6	34.1	-14.1	5.3	-5.5	101.0
C=CCc1cc(OC)ccc1OCC(O)CN1CCN(c2ccc(OC)cc2)CC1 (stereo not drawn)	3.0&3.0	-17.6&0.7	-24.0&-24.0	-2.0&-3.8	11.2&13.2	16.8&-5.4	2.1&8.2	-2.4&-2.5	110.0&106.0
Cn1c(=O)cc(SCC(=O)Nc2ccccn2)c2ccccc21	4.0	17.1	1.3	-4.5	-3.0	6.8	-8.3	-4.1	102.0
Cc1nnc(N(C)C(=O)c2ccccn2)s1	/	6.8	-1.9	-0.6	-4.9	-1.6	0.6	-4.2	/
COc1ccc(C(CNC(=O)COc2ccccc2-c2ccccc2)N2CCOCC2)cc1 (stereo not drawn)	-6.0	-13.2	-28.6	-2.3	-32.2	-8.5	-1.3	-0.5	100.0
CC(C)OCCCn1c(=N)c(S(=O)(=O)c2ccccc2)cc2c(=O)n3ccccc3nc21	-1.0	18.0	-0.3	-0.8	0.3	7.0	-2.9	-2.6	104.0
COc1ccc(/C=C2\CCn3c2nc2cc(C(=O)O)ccc2c3=O)cc1O	26.0	-3.9	3.9	-1.3	-12.2	17.7	7.7	-2.3	112.0
Cn1c2c(c(=O)n(C)c1=O)C(c1ccccc1Cl)CC(=O)N2 (stereo not drawn)	6.0	0.8	-3.6	-1.9	-0.5	19.8	-2.1	-5.7	104.0
C=CCNc1nc(-c2cccs2)c(CC(=O)O)s1	10.0	14.4	3.5	0.0	-5.3	/	-2.1	-1.9	107.0
Cc1ccc(N(C(=O)CCC(=O)Nc2nccs2)C(C(=O)NC(C)(C)C)c2ccc(O)cc2)cc1 (stereo not drawn)	-2.0	1.8	-1.9	-0.1	-17.7	-1.6	-5.7	-2.9	101.0

Screens: PubChem BioAssay, several laboratories

An unsorted share of the library; overall some 4.7% were active at least once.
